From PubChem BioAssay
PG9 binder: binders of HIV-1 gp120 antibody PG9, primary screen, biochemical, TR-FRET; inhibition, % at 6.7 µM; 360,000 compounds, 0.43% hits; TR-FRET gp120-PG9 antibody binding; HIV-1 gp120 / PG9 antibody interaction; AID 624416, 2012; in the data active = inhibition above about 8.5%
mABHD4 FP: ABHD4 inhibitors, primary screen, biochemical, fluorescence polarization, mouse; purified mABHD4, FP-Rh probe fluorescence polarization; AID 720543, 2013; 370,000 compounds, 0.54% hits; (Lyso)-N-acylphosphatidylethanolamine lipase (Mus musculus), Q8VD66; inhibition, % at 8.92 µM;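 active = inhibition exceeding the mean over every tested compound plus 3 SD, cut at about 30% in these data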;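 note: 0% = plate median of compound wells and 100% = S159A mutant with DMSO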
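system = mouse ABHD4 enzyme, wild type | medium = HEPES pH 7.0, NaCl, Pluronic buffer | also added = FP-Rh probe | incubation = Enzyme–compound pre-incubation 45 min, then probe 60 min, both 25 °C | technique = fluorescence polarization, excitation 525 nm, emission 598 nm, BODIPY TMR filters | controls = S159A mutant high control, sample median low control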
rCAG binder: binders of r(CAG) RNA repeats, primary screen, biochemical, fluorescence. r(CAG) RNA repeat, TO-PRO-1 dye displacement fluorescence. inhibition, % at 3 µM. 370,000 compounds, 1.3% hits. AID 651821, 2012;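 active = inhibition above the plate cutoff, the mean of all test compounds on that plate plus 3 SD, cut at about 35% in these data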;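 note: 0% = DMSO alone and 100% = 100 µM mitoxantrone as full dye displacement; higher means more dye released from RNA so lower well fluorescence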
Rev-erbA mod: modulators of Rev-erb alpha DNA binding, primary screen, biochemical, FITC-DNA, fluorescence polarization, uHTS. activity, % at 10 µM. 370,000 compounds, 0.79% hits. Nuclear receptor subfamily 1 group D member 1 (Homo sapiens), P20393. AID 1259318, 2017. Rev-erbα–FITC-DNA binding, 90 min;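 active = activity above about 14%, limit read from the data; passing the limit was not always enough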;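 note: 0% = DMSO wells with 35 nM protein and 100% = DMSO wells with 750 nM protein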
LEDGF integ inh: blockers of LEDGF/p75-dependent integrase strand transfer – biochemical, TR-FRET, high throughput, primary screen. AID 743269, 2014. inhibition, % at 3.7 µM. TR-FRET IN-LEDGF/p75 DNA integration, Eu/Cy5. HIV-1 integrase (with human LEDGF/p75). 370,000 compounds, 0.64% hits;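 active = inhibition above the screen-wide mean plus 3 SD, cut at about 13% in these data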;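 note: signal is the Cy5 over europium emission ratio at 671 and 618 nm; 0% = plate median of compound wells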
UHRF1 MBD2 ctr: UHRF1 methylated DNA binding inhibitors, primary screen, counter-screen for MBD2 inhibitor project, biochemical, TR-FRET, human UHRF1, single concentration; E3 ubiquitin-protein ligase UHRF1 (Homo sapiens), Q96T88; UHRF1 binding to methylated oligo; inhibition, % at 4.4 µM; 370,000 compounds, 0.75% hits; AID 687016, 2013; in the data active = inhibition above about 21%;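 note: UHRF1 SRA domain binding a hemimethylated CpG hairpin DNA probe; 0% = median of test compound wells and 100% = reference inhibitor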
MBD2 DNA inh: inhibitors of MBD2 binding to methylated DNA, primary screen, biochemical, TR-FRET, DNA-binding domain, human. Methyl-CpG-binding domain protein 2 (Homo sapiens), Q9UBB5. MBD2 binding to methylated oligonucleotide. inhibition, % at 4.4 µM. 370,000 compounds, 0.31% hits; in the data active = inhibition above about 13%
HTRA1 inhibitor: HTRA1 serine protease inhibitors, primary screen, biochemical, fluorescence polarization, HTS | 340,000 compounds, 0.5% hits | inhibition, % at 5.96 µM | recombinant HTRA1, FP-rhodamine activity-based probe; in the data active = inhibition above about 36%;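 note: 0% = enzyme with DMSO and 100% = wells lacking enzyme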
Target sequence (Q92743 whole entry, looked up): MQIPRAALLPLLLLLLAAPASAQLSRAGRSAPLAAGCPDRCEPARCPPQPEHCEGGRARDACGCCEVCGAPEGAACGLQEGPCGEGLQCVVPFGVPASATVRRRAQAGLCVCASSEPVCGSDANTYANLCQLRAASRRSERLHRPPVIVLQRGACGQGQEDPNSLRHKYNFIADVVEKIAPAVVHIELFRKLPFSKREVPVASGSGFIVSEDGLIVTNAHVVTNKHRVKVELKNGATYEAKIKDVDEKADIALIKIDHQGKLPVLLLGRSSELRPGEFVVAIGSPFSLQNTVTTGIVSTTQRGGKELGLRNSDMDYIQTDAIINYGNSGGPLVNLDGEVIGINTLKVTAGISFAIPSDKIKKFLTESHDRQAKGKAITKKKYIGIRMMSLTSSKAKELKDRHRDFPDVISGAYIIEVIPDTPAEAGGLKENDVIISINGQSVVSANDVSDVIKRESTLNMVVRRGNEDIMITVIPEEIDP
TCR CD3 inh: inhibitors of human TCR-CD3 interaction, primary screen, biochemical, fluorescence, TAMRA-labeled TCR probe; inhibition, % at 9.4 µM; AID 651800, 2012; 360,000 compounds, 0.37% hits; in the data active = inhibition above about 19%;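 note: recombinant mutant TCR 2C K166C tagged with TAMRA read by polarization; 0% = receptor in buffer alone and 100% = receptor with positive control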
PRMT1 inh: PRMT1 methyltransferase inhibitors, primary screen, biochemical, fluorescence polarization | Protein arginine N-methyltransferase 1 (Homo sapiens), Q99873 | recombinant PRMT1, activity-based probe fluorescence polarization | inhibition, % at 2.79 µM | 370,000 compounds, 1.3% hits;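 active = inhibition above about 21% made by adding two undisclosed values, limit read from the data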
Target sequence (Q99873 whole entry, looked up): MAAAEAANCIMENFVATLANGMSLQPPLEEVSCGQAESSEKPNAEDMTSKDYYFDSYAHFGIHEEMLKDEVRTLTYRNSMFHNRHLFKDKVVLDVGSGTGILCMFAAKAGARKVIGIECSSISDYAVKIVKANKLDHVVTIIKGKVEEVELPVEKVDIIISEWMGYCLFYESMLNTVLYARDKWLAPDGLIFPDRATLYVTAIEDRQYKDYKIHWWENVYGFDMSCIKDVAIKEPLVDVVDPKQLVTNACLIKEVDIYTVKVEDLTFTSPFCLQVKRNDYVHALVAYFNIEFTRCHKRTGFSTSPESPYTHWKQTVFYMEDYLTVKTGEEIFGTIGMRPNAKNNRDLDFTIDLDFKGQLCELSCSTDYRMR
* = called active by the depositor; · = no result given.

SMILES	PG9 binder	mABHD4 FP	rCAG binder	Rev-erbA mod	LEDGF integ inh	UHRF1 MBD2 ctr	MBD2 DNA inh	HTRA1 inhibitor	TCR CD3 inh	PRMT1 inh
O=C(COc1ccccc1Cl)Nc1ccc(CN2CCCCC2)cc1	0.4	0	-7	0	-3	-1	2	-3	2	3
CC(C)(C)c1ccc(-c2nn(CCC#N)cc2/C=N/O)cc1	0.3	-2	-3	-2	1	-1	-3	-9	2	-2
CC(Sc1nnc(C2CC2)n1C1CC1)C(=O)Nc1cccc(S(=O)(=O)N2CCOCC2)c1 (configuration not stated)	-0.2	-2	1	1	1	-1	1	5	-2	-2
N=C1/C(=C\c2ccc(OC(=O)c3ccccc3Cl)cc2)C(=O)N=C2SC(N3CCOCC3)=NN12	0.3	9	37*	-8	-1	-1	5	-16	1	3
COc1ccc(OCCCSc2ncccn2)cc1	0.3	4	0	-6	1	3	-4	-6	4	-3
COC(=O)c1ccc(NC(=O)c2cc(-c3ccncc3)nc3ccccc23)cc1	-0.5	-14	5	4	-1	-3	5	-24	1	-2
CCOC(=O)C1=C[C@@H](C(C)(C)C)N(S(=O)(=O)c2ccc(C)cc2)[C@H]1c1ccc(C#N)cc1	-1.4	4	1	1	-2	-1	-3	·	0	-1
Cc1cccc(C)c1-n1nnnc1C(c1cccs1)N1CCN(C/C=C/c2ccccc2)CC1 (configuration not stated)	-0.4	9	7	0	-5	-2	-4	·	-2	4
O=c1[nH]c(SCCOc2ccccc2F)nc2ccccc12	0.4	-10	3	9	2	23*	14*	-11	-5	6
Cc1noc(NS(=O)(=O)c2ccc(NC(=O)C(CC(C)C)N3C(=O)c4ccccc4C3=O)cc2)c1C (configuration not stated)	-0.7	2	63*	-1	-4	7	0	6	-4	0
c1ccc(CNc2nnnn2-c2ccccc2)cc1	-0.7	-4	-2	0	4	-2	4	1	-4	-1
CSc1ccccc1NC(=S)Nc1ccc(S(N)(=O)=O)cc1	0.1	8	-1	-5	0	0	6	-5	8	0
COC(=O)c1ccccc1NC(=O)c1ccco1	-2.5	6	-3	4	1	-3	-1	-2	-6	-2
N#Cc1c(N2CCSCC2)nsc1-c1ccccc1Cl	4.4	0	0	23*	6	-1	-4	-14	-10	0
CC(C)CNC(=O)c1oc2ccccc2c1COc1ccccc1	-1.8	-18	2	5	2	3	-6	-29	0	0
COc1cc(OC)cc(C2=NCCN2)c1	1.2	-3	0	-3	-3	2	3	2	1	0
COc1cccc(/C=N/NC(=O)c2cccc3ccccc23)c1	1.3	-9	4	0	2	0	-6	-7	-2	-3
O=S(=O)(Nc1cccc(-n2cnnn2)c1)c1ccc(F)cc1	0.0	4	2	-3	-1	0	2	7	5	11
COc1cc(CCC(C)NCc2ccccc2)ccc1O (configuration not stated)	0.4	-1	-6	2	-3	2	1	-5	-5	2
O=c1[nH]nc(SC2CCCCC2)c(=O)[nH]1	1.0	1	4	-6	0	11	6	1	-7	1
CC(C)Oc1nc(-c2ccc(Cl)cc2)nc2ccccc12	-0.9	0	3	-3	4	-1	-6	-2	-7	-1
Nc1nc(SCc2nc3sc4c(c3c(=O)[nH]2)CCCC4)n[nH]1	-0.7	-7	7	-4	3	-5	2	-4	0	-4
O=C(NN=C1CCCC1)c1cc(Br)ccc1O	-0.7	12	9	0	8	-6	-1	5	5	-1
N#Cc1ccc(OCC(O)CN2CCN(C(c3ccccc3)c3ccccc3)CC2)cc1 (configuration not stated)	-1.8	3	-5	-4	-2	-1	4	-17	-1	-1
COc1ccc([C@@H]2CC=C(C(=O)O)[C@H](c3ccccc3)N2S(=O)(=O)c2ccc(C)cc2)cc1OC	-0.7	14	23	1	0	-1	5	-2	3	0
O=S1(=O)c2ccc(N3CCN(Cc4ccccc4F)CC3)cc2Oc2ccccc2CN1Cc1cn(Cc2cccc(F)c2)nn1	·	17	17	0	-5	0	0	·	·	-3
O=C(CSc1nc(-c2cccs2)cc(C(F)(F)F)n1)NCCCn1ccnc1	-0.2	1	-3	2	1	-6	0	5	1	1
O=C1CCC(C(=O)OCc2nnc(-c3ccc(Cl)cc3)o2)=NN1	1.8	3	-1	-7	0	-1	-1	2	7	-2
COc1cc2[nH]c3c(=O)n(CCN(C(C)C)C(C)C)cnc3c2cc1OC	-0.2	-4	-4	-10	2	9	9	2	-5	-3
CCOC(=O)C(=N/O)/C(C)=N/NC(C)=O	-1.6	5	-4	-2	-4	-1	0	0	-5	1
Cc1nc2ccsc2c(=O)n1-c1ccc(Cl)cc1	-0.7	3	-3	-1	1	-1	6	-1	5	-1
N#CC1(Nc2ccc(S(N)(=O)=O)cc2)CCCC1	-1.1	2	1	2	6	0	-8	-1	-4	-3
N#Cc1c(NC(=O)/C=C/c2ccco2)sc2c1CCCC2	-1.2	-8	38*	0	1	1	1	-14	6	14
Cn1c(=S)n(/N=C/c2cccs2)c2ccccc21	0.8	3	0	-1	-1	-2	-3	1	-6	0
COc1ccc(CNc2nc3ccccc3n2CCN2CCCCC2)cc1	1.2	3	-11	7	3	3	-1	1	3	-1
O=[N+]([O-])c1ccc(S(=O)(=O)Nc2nc(-c3ccccc3)cs2)cc1	-0.3	13	66*	2	2	-2	1	-7	-2	1
CC1CN(C(=O)CCC(=O)NCc2ccccc2)c2ccccc2S1 (configuration not stated)	-1.1	-3	1	-3	2	0	-2	-1	-6	-1
COCc1cc(C)nc(SCc2ccccc2Cl)c1C#N	-0.8	-4	-4	4	-3	3	0	-15	-3	1
CC1CN(S(=O)(=O)c2cccc(C(=O)NCc3ccccn3)c2)CC(C)O1 (configuration not stated)	3.1	1	3	-3	1	28*	3	4	3	3
COC(=O)c1ccc(Cn2nnc3c(=O)[nH]c(C4CCN(S(=O)(=O)c5ccc(F)cc5)CC4)nc32)cc1	1.0	3	8	-1	-2	-1	1	-34	7	-3
COCCNC(=O)CN(C(=O)CCC(=O)Nc1ccccn1)c1ccc(C)cc1C	-2.1	-1	-9	0	-3	1	-4	7	10	-1
Cc1ccc(/C=C2\SC(=S)N(CCC(=O)NNC(=O)c3cccc(O)c3)C2=O)cc1	1.2	-89	23	-4	3	-2	0	-57	6	0
O=[N+]([O-])c1cccc2c(S(=O)(=O)N3CCOCC3)cccc12	0.0	27	0	1	0	-1	1	-1	-5	-2
CCOC(=O)c1[nH]c(C)c(/C(O)=C2\C(=O)C(=O)N(CCN3CCOCC3)C2c2ccco2)c1C (configuration not stated)	-1.5	8	1	-1	-3	-3	-5	4	-1	5
Cc1ccc(-c2ccc(/C=C3\SC(N4CCOCC4)=NC3=O)o2)cc1	-3.6	-10	12	9	-3	-5	-3	-12	-8	7
CCOC(=O)C1=CCN(Cc2ccccc2)CC1	-1.8	-1	-3	-2	-1	0	2	2	3	-1
CC(C)N(C(=O)CSc1nnc(NC(=O)C2CCC2)s1)C(C)C	0.5	-4	-6	14	0	-1	-6	2	8	-1
CCn1c(CNS(=O)(=O)c2ccc(Cl)cc2)n[nH]c1=S	0.2	3	-2	1	-2	-3	6	1	6	-2
O=C(CN1C(=O)/C(=C/c2ccccc2F)Sc2ccccc21)NCC1CCCO1 (configuration not stated)	-0.9	-12	-2	-4	-1	3	-3	-7	9	3
N#Cc1ccc(-c2nc3c4ccccc4ccn3c2Cc2ccsc2)cc1	0.5	-2	12	-3	0	16	-4	·	1	1
Cc1ccc(Cc2c(C)nc3nc(SCC(=O)NCCCN4CCOCC4)nn3c2C)cc1	-2.7	-10	-7	-6	3	2	0	2	-2	-5
CSc1cccc(NS(=O)(=O)c2ccccc2)c1	-0.3	-11	4	-2	-2	0	-1	0	7	3
Cc1ccc(N2C(=O)c3ccccc3NC2(C(=O)O)c2ccccc2)cc1Cl (configuration not stated)	-2.9	-6	7	3	3	-1	-6	-11	2	0
C/C(=N\NC(=O)c1cccc(S(=O)(=O)N2CCCC2)c1)c1ccc(OCC(=O)N(C)C)cc1	-1.2	5	1	-6	2	3	1	-5	5	-2
CCCc1cc2c(cc1NC(=O)c1ccccc1Cl)OCO2	-0.2	3	-1	1	0	-2	-6	-8	-2	1
Cc1ccc2cc(C)c3nnc(SCC(=O)c4cccs4)n3c2c1C	-0.3	5	4	-2	-2	-3	-9	0	2	0
O=C(NNc1c2ccccc2nc2ccccc12)c1cc2ccccc2cc1O	-1.8	31*	49*	-24	2	-4	-2	12	-2	3
COc1ccc(C(C)=O)cc1COC(=O)c1ccc(OCc2c(C)noc2C)cc1	6.5	-7	-1	16*	-3	0	1	-12	5	0
CCCCNC(=O)CSc1nc2ccccc2c(=O)n1CCNC(C)=O	0.3	-1	0	3	0	1	-1	5	-1	-4
COc1ccccc1CNC(=O)C1CCN(C(=O)NC2CCCCC2)CC1	-0.4	-1	-4	-2	0	-1	1	7	3	0

Going on with the list:
SMILES	PG9 binder	mABHD4 FP	rCAG binder	Rev-erbA mod	LEDGF integ inh	UHRF1 MBD2 ctr	MBD2 DNA inh	HTRA1 inhibitor	TCR CD3 inh	PRMT1 inh
CCc1ccccc1N1CC(C(=O)Nc2cc(C)on2)CC1=O (configuration not stated)	-0.6	9	2	-5	0	-1	1	-1	-8	-5
CCCCN(C=O)c1c(CC)nc2c(OCc3cccc(Cl)c3)cccn12	-1.4	1	1	-7	3	0	-7	·	8	0
CC(C)CN(C(=O)CSc1n[nH]c(-c2cccs2)n1)C1CCS(=O)(=O)C1 (configuration not stated)	-2.7	-3	2	5	1	1	-2	14	0	-4
c1ccc(-c2cc(N3CCCCC3)nc(-c3ccccc3)n2)cc1	-0.7	-11	3	-7	1	0	1	1	11	-1
O=C(CNC(=O)c1ccccc1)NCC(O)c1ccc([N+](=O)[O-])cc1 (configuration not stated)	-3.9	-2	1	-7	1	0	0	-2	1	0
COc1cc(/C=C2\C(=N)N3N=C(S(C)(=O)=O)SC3=NC2=O)cc(OC)c1OCCOc1ccccc1C	-1.6	2	55*	-1	0	1	3	-21	-5	0
CCOP(=O)(OCC)c1nc(-c2ccc(C)cc2)oc1NCc1ccccc1	-1.4	0	-10	-8	0	0	-1	-41	3	-2
COc1ccc(/C=N/NC(=O)c2ccccc2O)cc1Cn1cc(Cl)cn1	-0.8	-14	7	3	1	0	3	-7	-3	-1

An excerpt; rates above refer to the full screens.
